sEH inhibitor: soluble epoxide hydrolase (human) inhibition | P34913 | recombinant human sEH enzymatic activity assay | inhibition, % at 2 µM | 91,000 tested, 0.34% active; in the data active means inhibition above about 80%; further: values of inactives mirror those of a sister screen read the other way; many of its hits are not listed in these tables
CYP2C19 inh: human CYP2C19 inhibition; P33261; CYP2C19 Supersomes, luciferin-H EGE luminescence, 30 min; inhibition, % at 5 µM; 96,000 tested, 21% active; AID 778;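 active means CYP2C19 inhibition above a set limit at 5 µM in the primary screen, cut at about 50% in these data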;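 further: plate controls were negative control wells for no effect and 2.5 mM tranylcypromine positive control for full effect; values of inactives mirror those of a sister screen read the other way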
Target sequence (P33261 whole entry, looked up): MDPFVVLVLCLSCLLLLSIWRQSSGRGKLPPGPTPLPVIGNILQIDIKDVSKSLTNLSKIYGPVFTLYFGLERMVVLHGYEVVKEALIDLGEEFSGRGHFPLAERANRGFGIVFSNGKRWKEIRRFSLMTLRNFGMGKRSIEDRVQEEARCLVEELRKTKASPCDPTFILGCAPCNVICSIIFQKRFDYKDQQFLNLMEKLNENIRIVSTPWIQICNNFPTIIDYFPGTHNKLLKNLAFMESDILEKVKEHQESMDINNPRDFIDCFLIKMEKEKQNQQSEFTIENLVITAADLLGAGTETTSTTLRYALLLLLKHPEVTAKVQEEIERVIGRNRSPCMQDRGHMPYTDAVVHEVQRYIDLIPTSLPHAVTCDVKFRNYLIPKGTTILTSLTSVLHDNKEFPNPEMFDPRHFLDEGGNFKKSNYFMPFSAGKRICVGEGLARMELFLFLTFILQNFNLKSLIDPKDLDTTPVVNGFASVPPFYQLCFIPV
S1P2 blocker: antagonists of human S1P2 receptor | O95136 | cell-based S1P2 antagonist assay, inhibition at 5 uM | inhibition, % at 5 µM | 97,000 tested, 0.21% active; in the data active means inhibition above about 45%;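 further: CRE beta-lactamase reporter cells expressing human S1P2 stimulated with S1P; 0% = agonist at EC80 alone and 100% = agonist plus reference antagonist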
CYP2C19 activ: activators of human cytochrome P450 2C19; P33261; recombinant CYP2C19, luciferin-H EGE luminescence; active compounds read high; 0 = fully inhibited enzyme, 1 = untreated enzyme; activation factor at 5 µM; 96,000 tested, under 10 active; AID 1025;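 active means activation factor of at least 2 at 5 µM in the primary screen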;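 further: 0 = wells with 2.5 mM tranylcypromine and 1 = vehicle-only wells; values of inactives mirror those of a sister screen read the other way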
PostGolgi yeast: growth inhibition of a yeast mutant, post-Golgi transport screen | post-Golgi transport phenotypic cell assay | inhibition, % at 10 µM | 98,000 tested, 0.9% active;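 further: yeast cells grown in 1536-well plates; yeast grown about 18 h at 30C before absorbance read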
DAT uptake mod: human DAT dopamine uptake with cocaine, either direction | 110,000 tested, 1.3% active | B-score at 10 µM | LLC-PK1 hDAT cells, [14C]-dopamine uptake with cocaine IC80; actives deviate in either direction;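 active means Z score or B-score, a plate-position-corrected score, falls beyond the plate's 99.7% confidence bounds, in either direction; inactive means both scores lie inside the 99.7% bounds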;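 further: scored against the spread of the other compound wells on the same plate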
Target sequence (Q01959 whole entry, looked up): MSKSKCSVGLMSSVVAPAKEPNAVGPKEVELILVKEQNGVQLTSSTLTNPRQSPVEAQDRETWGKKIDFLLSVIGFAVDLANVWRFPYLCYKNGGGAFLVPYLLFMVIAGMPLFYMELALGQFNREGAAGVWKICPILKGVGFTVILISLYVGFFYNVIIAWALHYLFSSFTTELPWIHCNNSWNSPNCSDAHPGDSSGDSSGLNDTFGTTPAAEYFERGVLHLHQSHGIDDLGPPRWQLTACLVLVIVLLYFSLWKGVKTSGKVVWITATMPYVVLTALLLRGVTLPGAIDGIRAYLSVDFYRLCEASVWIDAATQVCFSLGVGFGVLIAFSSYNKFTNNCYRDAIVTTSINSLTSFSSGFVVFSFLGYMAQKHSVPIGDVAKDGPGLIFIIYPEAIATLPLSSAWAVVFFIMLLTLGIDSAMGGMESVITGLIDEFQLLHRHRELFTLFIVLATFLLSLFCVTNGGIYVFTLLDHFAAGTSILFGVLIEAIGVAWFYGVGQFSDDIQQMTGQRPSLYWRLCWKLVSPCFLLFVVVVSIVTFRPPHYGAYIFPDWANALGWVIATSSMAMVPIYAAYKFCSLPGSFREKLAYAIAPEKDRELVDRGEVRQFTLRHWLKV
S1P2 agonist: agonists of human S1P2 receptor; O95136; S1P2-expressing cell line, agonist reporter read-out; activation, % at 4.5 µM; 97,000 tested, 0.46% active; in the data active means activation above about 16%;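 further: 0% = vehicle low control and 100% = maximal reference agonist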
sEH activator: increases human soluble epoxide hydrolase activity | activation, % at 2 µM | purified human sEH enzymatic activity, activator screen | P34913 | 91,000 tested, 0.04% active; in the data active means activation above about 37%; further: values of inactives mirror those of a sister screen read the other way
PostGolgi ctrl: inhibits growth of the yeast control strain. efflux-deficient yeast background strain, growth absorbance A615, 16 h. inhibition, % at 10 µM. 98,000 tested, 5% active. AID 738
* = called active by the depositor; x = not tested or not shown. Unless noted, no stated cut-off is given here; in the data, active means inhibition above about 30%; inactive means the rest.

Molecule,sEH inhibitor,CYP2C19 inh,S1P2 blocker,CYP2C19 activ,PostGolgi yeast,DAT uptake mod,S1P2 agonist,sEH activator,PostGolgi ctrl
O=C(CSc1nc2ccccc2c(=O)n1Cc1ccco1)c1ccccc1,6,34,-2,0.7,-4,0.033,1,-7,31*
O=C(Nc1ccc(S(=O)(=O)N2CCCCC2)cc1)c1cnccn1,10,10,15,0.9,-5,0.079,-10,-10,1
Cc1noc(C)c1S(=O)(=O)NCC(=O)O,10,-2,-7,1,5,2.3*,-4,-12,14
COC(=O)c1cn(CCOc2ccccc2OC)c2ccccc12,11,x,11,x,x,-0.99,-4,-8,x
N#Cc1nc(COc2ccccc2)oc1N1CCCCC1,-4,50,13,0.5,5,0.0098,-2,2,3
O=C(NCCC1=CCCCC1)C1CCN(C(=O)Nc2ccccc2)CC1,36,9,-6,0.9,-7,-0.15,0,-37,-5
CCS(=O)(=O)Nc1ccc(Cc2ccc(NS(=O)(=O)CC)cc2)cc1,-3,70*,-21,0.3,4,0.041,-5,1,5
COc1cc(Cl)cc(NC(=O)CCN2CCN(C)CC2)c1,-2,-11,12,1.1,11,-0.76,-6,2,4
C=CCc1ccc(OCCOc2cccc3ccc(C)nc23)c(OC)c1,-5,36,-6,0.6,2,0.67,-3,4,29
COc1ccc(-n2nc(C(=O)NCC(=O)NCc3ccco3)c3ccccc3c2=O)cc1,-4,9,-9,0.9,0,0.89,-3,4,-5
Cc1cccc(N(CC(=O)NC2CCCCC2)C(=O)CCCC(=O)Nc2ccccn2)c1,3,x,-10,x,x,2.2*,-9,0,x
Cc1ccc(Cc2cncc(O)c2)cc1S(=O)(=O)O,-10,2,-2,1,-2,-0.0049,-3,12,19
COc1ccc(OC)c(N2C(=O)C(Cl)=C(N3CCCCC3)C2=O)c1,0,66*,18,0.3,-5,0.82,-3,-3,21
COCCOC(=O)C1=C(C)NC(=O)CC1c1cc2c(cc1Br)OCO2 (centres undefined),2,84*,14,0.2,-2,-0.83,-3,0,-4
CCOC(=O)N1CCN(C(=O)CCc2ccc(S(=O)(=O)NCCc3ccccc3)cc2)CC1,0,82*,-27,0.2,-7,-1.3,-1,3,-1
O=C1c2oc3ccccc3c(=O)c2C(c2cccnc2)N1Cc1ccco1 (centres undefined),4,5,-2,0.9,0,0.44,-2,-2,6
CCOc1ccc(-n2ccnc2SCC(=O)Nc2nnc(C)s2)cc1,5,18,6,0.8,3,0.21,-4,-3,1
CCOC(=O)C1(C)NC(c2ccccc2F)C2C(=O)N(c3cccc(C(C)=O)c3)C(=O)C21 (centres undefined),-12,11,-10,0.9,-9,-0.3,-3,10,4
C=CCNc1cnn(-c2ccc(C)cc2)c(=O)c1Cl,2,x,16,x,-5,0.64,-3,0,8
CCCc1[nH]n(-c2nc3ccccc3s2)c(=O)c1C=NCC1CCCO1 (centres undefined),-5,1,3,1,0,2.4,-2,2,14
COc1ccc(-c2nc(Cn3c(SCc4cccc(F)c4)nc4ccncc43)c(C)o2)cc1OC,x,73*,x,0.3,-8,0.42,x,x,3
O=C(NC(NC(=S)Nc1cc(Cl)ccc1Cl)C(Cl)(Cl)Cl)c1ccco1 (centres undefined),4,81*,-10,0.2,6,-3.4,-4,-5,1
O=C(NCCCn1ccnc1)c1cccc(S(=O)(=O)N2CCCCCC2)c1,15,95*,-11,0,14,x,-5,-16,3
Cc1cc(C)c(S(=O)(=O)N(CC(=O)N2CCCC2)C2CCCCC2)c(C)c1,-1,28,18,0.7,-3,0.31,3,0,25
CC1(C)CCCC2=C1CC1C(=O)N(Cc3cccnc3)C(=O)C1C2 (centres undefined),x,28,-2,0.7,1,0.091,-3,x,4
O=C(Nc1ccccc1)O/N=C1\CCCCC1c1ccc([N+](=O)[O-])cc1[N+](=O)[O-] (centres undefined),-17,37,4,0.6,1,0.68,-6,16,48*
COC(=O)c1sccc1-n1cccc1C(=O)N1CCOCC1,-12,41,6,0.6,-1,-0.52,-4,11,5
O=C(O)Cn1cc2c(n1)CCCCC2,-3,-4,-9,1,-14,-0.013,-5,2,8
Cc1ccc(C)c(NC(=S)NC2CC3CCC(C2)N3Cc2ccco2)c1 (centres undefined),4,34,-6,0.7,26,-1.5,-7,0,-13
O=C(NC1CCCCCC1)c1ccc2c(=O)n3c(nc2c1)CCCCC3,-3,37,-3,0.6,-7,0.63,1,1,-11

Reformatted: entries from further up.
SMILES: O=C(NC(NC(=S)Nc1cc(Cl)ccc1Cl)C(Cl)(Cl)Cl)c1ccco1 (centres undefined)
  sEH inhibitor: 4; CYP2C19 inh: 81*; S1P2 blocker: -10; CYP2C19 activ: 0.2; PostGolgi yeast: 6; DAT uptake mod: -3.4; S1P2 agonist: -4; sEH activator: -5; PostGolgi ctrl: 1
SMILES: CC1(C)CCCC2=C1CC1C(=O)N(Cc3cccnc3)C(=O)C1C2 (centres undefined)
  sEH inhibitor: x; CYP2C19 inh: 28; S1P2 blocker: -2; CYP2C19 activ: 0.7; PostGolgi yeast: 1; DAT uptake mod: 0.091; S1P2 agonist: -3; sEH activator: x; PostGolgi ctrl: 4
SMILES: O=C(Nc1ccc(S(=O)(=O)N2CCCCC2)cc1)c1cnccn1
  sEH inhibitor: 10; CYP2C19 inh: 10; S1P2 blocker: 15; CYP2C19 activ: 0.9; PostGolgi yeast: -5; DAT uptake mod: 0.079; S1P2 agonist: -10; sEH activator: -10; PostGolgi ctrl: 1

(further entries)
Molecule,sEH inhibitor,CYP2C19 inh,S1P2 blocker,CYP2C19 activ,PostGolgi yeast,DAT uptake mod,S1P2 agonist,sEH activator,PostGolgi ctrl
CSc1sc(C(=O)O)c(C)c1C(C)=O,-13,-7,-8,1.1,2,-0.58,-2,12,21
NS(=O)(=O)c1ccc(NC(=O)CN2CCN(Cc3ccccc3)CC2)cc1,10,7,-7,0.9,-8,-0.37,-6,-6,-4
CN(C)C=NC(=O)/C(C#N)=C1\CCc2ccccc2N1,12,7,8,0.9,2,-0.11,-8,-10,9
CCC(CC)c1nnc(NC(=O)c2nc3nc(C)cc(C)n3n2)s1,6,-3,-1,1,5,0.092,-8,-3,-2
Cc1sc2nc(CN(C(=O)NC3CCCCC3)C3CCCCC3)[nH]c(=O)c2c1C,9,x,-13,x,x,-0.52,-5,-5,x
N#CC(C(=O)OC1CCCCC1)c1nc2ccccc2nc1N1CCOCC1 (centres undefined),-19,6,5,0.9,0,-0.0023,1,18,40*
O=C(Nc1ccc(N2CCOCC2)c(Cl)c1)c1cccc(F)c1,41,-8,-2,1.1,-23,0.46,-4,-39,12
COc1ccc(NC(=O)C2CCN(c3nnnn3-c3ccccc3)CC2)cc1,30,8,11,0.9,-4,0.69,-7,-28,-4
CCOC(=O)C1CCCN(c2c(NCCN3CCCCC3C)c(=O)c2=O)C1 (centres undefined),13,-11,10,1.1,-6,-0.83,-6,-11,-2
COc1ccccc1N(CC(=O)NCc1ccccc1)C(=O)CCC(=O)Nc1cc(C)ccn1,-1,x,16,x,x,2.5*,-4,1,x
Cc1ccc(S(=O)(=O)N/N=C/c2ccc(OCC(=O)Nc3ccccc3Cl)cc2)cc1,-17,30,14,0.7,24,x,-2,17,21
COCCOC(=O)C1=C(C)OC(N)=C(C#N)C1c1ccc2c(c1)OCO2 (centres undefined),14,80*,4,0.2,10,-0.023,-6,-15,2
CCCOc1ccc(-c2nnc(-c3ccncc3)o2)cc1,x,99*,x,0,-17,-0.75,x,x,1
O=C(CSc1nnc(-c2ccco2)n1Cc1ccco1)Nc1ccccc1,11,19,-8,0.8,5,0.7,-10,-8,4
Cc1cc(Cl)c(S(=O)(=O)NC2CCCCC2)cc1OCC(=O)Nc1nncs1,-20,x,-10,x,3,0.18,-2,23,2
O=c1c2ccccc2nc(N/N=C/c2ccc(O)cc2)n1O,-8,15,-15,0.8,-5,x,-9,5,3
COc1ccc(/C(O)=C2\C(=O)C(=O)N(c3cc(C)on3)C2c2cccc(OC)c2OC)cc1C (centres undefined),x,-2,-10,1,3,-0.0091,-2,x,0
CC1CCc2cc(F)cc3c(O)c(C(=O)NCC4CCCO4)c(=O)n1c23 (centres undefined),-3,6,-22,0.9,2,1.3,-2,4,11
CCn1cc(C(=O)N2CCN(Cc3ccc4c(c3)OCO4)CC2)c2cc(OC)c(OC)cc2c1=O,-7,30,-42,0.7,-1,1.1,11,8,-3
CC1CCCN(CC(=O)Nc2ccc(S(=O)(=O)N3CCCCC3)cc2)C1 (centres undefined),30,x,-13,x,7,-0.28,-4,-30,1
O=C(NNC(=O)C1CC(c2cccnc2)=NO1)Nc1cccc(F)c1 (centres undefined),10,-15,-1,1.2,-7,x,-4,-9,2
Cc1ccc(OCc2nnc(SCC(=O)C(C)(C)C)n2Cc2ccco2)cc1,7,20,4,0.8,-3,0.11,-6,-9,26
CCOc1ccc2nc(NC(=O)CN3CCN(c4ccccn4)CC3)sc2c1,-9,-2,-30,1,4,0.54,0,11,2
Cc1cc2ccccc2c(=O)n1CC(=O)NCC(=O)N1CCN(c2cccc(Cl)c2)CC1,-11,-12,9,1.1,0,1.1,-7,10,-8
Cc1nc2c(C(=O)NCc3ccc4c(c3)OCO4)c[nH]n2c(=O)c1Cc1ccccc1F,x,3,0,1,-2,1.6,-5,x,15
COc1cccc(Cn2nnc(C(=O)NCCc3ccc(Cl)cc3)c2N)c1,28,1,25,1,-14,1.5,-6,-30,-2
CCOC(=O)c1cccc(NC(=O)CSc2nnc(-c3ccncc3)n2CCCOC)c1,15,50*,-10,0.5,15,0.085,-3,-16,0
CCc1nn2c(=O)cc(CSc3nc(C)cc(=O)[nH]3)nc2s1,11,-14,5,1.1,4,-0.64,-7,-12,5
CCC1Sc2ccccc2N(CC(=O)NC2CCCC2)C1=O (centres undefined),-17,x,-6,x,x,0.45,-1,16,x
CCC(=O)c1ccc(OCC(O)Cn2c(C)nc3ccccc32)cc1 (centres undefined),10,72*,42,0.3,7,-0.29,-7,-9,14

(cont.)
Molecule,sEH inhibitor,CYP2C19 inh,S1P2 blocker,CYP2C19 activ,PostGolgi yeast,DAT uptake mod,S1P2 agonist,sEH activator,PostGolgi ctrl
CCOc1ccc(C2NC(=O)C(C#N)=C(S)N2c2ccc(C)cc2)cc1OC (centres undefined),-5,-1,-28,1,0,0.39,-1,6,8
Fc1ccc(CN2CCN(c3ncccn3)CC2)cc1,-13,57*,4,0.4,-3,0.0057,1,14,6
C=CCN1C(=O)/C(=C\c2cccs2)C(C(=O)OC)=C1C,-12,41,-45,0.6,-1,0.039,-1,14,-1
COC(=O)C(CCSC)NC(=O)CNS(=O)(=O)c1ccc(Br)cc1 (centres undefined),-4,15,16,0.9,-9,-0.64,-6,5,11
COc1ccc(-c2cc3nc(-c4ccccc4)cc(N4CCC5(CC4)OCCO5)n3n2)cc1,-8,-2,1,1,-2,0.83,-2,9,25
Cc1ccc(NC2CC(=O)N(Cc3ccccc3)C2=O)cc1 (centres undefined),-3,68*,-13,0.3,22,0.83,-1,0,6
CCn1c(C)cc2c(c1=O)C(c1ccccc1Br)C(C#N)=C(N)O2 (centres undefined),x,31,x,0.7,-3,x,x,x,10
CCOC(=O)c1cnc2cc(Cl)c(OC)cc2c1NCC1CCCO1 (centres undefined),23,28,-13,0.7,4,-1.6,-3,-24,12
CCC(C)N1C(=O)CCC1C(=O)N1CCN(c2ccccc2F)CC1 (centres undefined),4,-2,-1,1,5,0.36,-2,-6,3
CC(=O)c1c(C)[nH]c(C(=O)NCc2ccccn2)c1C,-1,-20,22,1.2,8,-0.39,-9,1,4
Cc1nn(-c2cc(N3CCOCC3)ccc2[N+](=O)[O-])c(=O)c2ccccc12,8,-5,1,1,1,0.16,-5,-10,7
Cc1ccccc1Cn1cnc2c([N+](=O)[O-])c(C)c(C)cc21,x,46,14,0.5,14,-0.44,-6,x,40*
Cc1cc(C(F)(F)F)nn1CC(=O)N1CCCC1,0,-2,-10,1,-2,0.19,0,0,-5
O=C(CN1CCN(Cc2ccc3c(c2)OCO3)CC1)Nc1ccc2c(c1)OCO2,-5,45,-14,0.6,9,-0.57,-4,2,10
COc1ccccc1-n1c(C)nnc1SCC(=O)Nc1cc(C)cc(C)c1,1,27,8,0.7,9,0.35,-8,-2,-2
CCC(=O)N1CCc2cc(Br)cc(S(=O)(=O)CCC(=O)NCCOC)c21,7,9,-8,0.9,-9,-0.49,-5,-9,5
CN1CC2(C)CN(C(c3ccccc3)c3ccccc3)CC(C)(C1)C2O (centres undefined),x,-16,x,1.2,-2,0.04,x,x,-2
